Assay outcomes as filed in PubChem.
CHX counter: Cycloheximide Counterscreen for Small Molecule Inhibitors of Shiga Toxin; cell reporter, cycloheximide protein synthesis inhibition counterscreen; max response, %; actives 12% (n = 300,000); AID 2314, 2010; in the data active = max response mostly above about 13%, no sharp cut-off; inactive = mostly below about 14%; note: read at 38.3 µM for the half of the compounds with a filed dose; 0% is about no effect
AmpC inh no detg: qHTS Inhibitors of AmpC Beta-Lactamase (assay without detergent); Potency, µM (top dose mostly 57.1 µM), for inactives: at the top dose activity change, negative = inhibition, hits mostly inhibitors; AmpC nitrocefin hydrolysis, absorbance 480 nm, 0.0001% Triton; actives 0.52% (n = 330,000); P00811;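 note: potency is the fitted concentration of half-maximal effect; plate controls were no compound for no effect and no enzyme for full effect; nearly all actives have a fitted effect of over 20% in size; some results filed as inactive show a strong effect at the top dose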
Target sequence (P00811 whole entry, looked up): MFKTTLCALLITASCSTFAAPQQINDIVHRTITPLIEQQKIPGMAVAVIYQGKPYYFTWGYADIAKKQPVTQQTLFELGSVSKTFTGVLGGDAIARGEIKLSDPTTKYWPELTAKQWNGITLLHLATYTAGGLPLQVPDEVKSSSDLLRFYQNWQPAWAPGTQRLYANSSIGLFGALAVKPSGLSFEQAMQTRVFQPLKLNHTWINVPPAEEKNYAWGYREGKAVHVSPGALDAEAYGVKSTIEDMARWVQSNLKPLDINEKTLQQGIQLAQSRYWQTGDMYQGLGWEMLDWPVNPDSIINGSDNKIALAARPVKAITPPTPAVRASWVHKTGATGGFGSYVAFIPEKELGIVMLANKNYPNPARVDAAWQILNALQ
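20 mM phosphate pH 7.0 + 0.01% (detergent screen) or 0.0001% Triton X-100; 5.3 nM AmpC reagent; cpd preinc 15 min RT; nitrocefin (800 uM stock) to start; A480 q20 s × 4 min; Activity was normalised to no-enzyme and no-compound control wells.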
HCMV inh: qHTS Assay for inhibitors of the human cytomegalovirus (HCMV); HFF cells, HCMV-luciferase reporter, 72 h; stronger effect = lower value; activity change, negative = inhibition, % at 57.5 µM; actives 4.5% (n = 410,000); in the data active = activity change below about -60%; inconclusive = no clear call, values can overlap the other calls; inactive = above about -39%; note: % is set by controls: 0 for no effect and ±100 for the full control effect
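After 16 h attachment at 37C, HFF cells received test compound and HCMV-luciferase (1 PFU/cell); reporter luminescence read 72 h later, data normalized against buffer-only and known inhibitor Salinomycin.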
FBPA Giardia inh: qHTS Assay for Inhibitors of Fructose-1,6-bisphosphate Aldolase from Giardia Lamblia; purified Giardia FBPA; Potency, µM (series often up to 59.6 µM), for the others: at the highest dose activity, negative = inhibition, actives largely listed as inhibitors; A8B2U2; actives 0.71% (n = 290,000); note: potency is the fitted concentration of half-maximal effect; % is set by controls: 0 for no effect and ±100 for the full control effect; nearly all actives have a fitted effect of over 55% in size
Target sequence (A8B2U2 whole entry, looked up): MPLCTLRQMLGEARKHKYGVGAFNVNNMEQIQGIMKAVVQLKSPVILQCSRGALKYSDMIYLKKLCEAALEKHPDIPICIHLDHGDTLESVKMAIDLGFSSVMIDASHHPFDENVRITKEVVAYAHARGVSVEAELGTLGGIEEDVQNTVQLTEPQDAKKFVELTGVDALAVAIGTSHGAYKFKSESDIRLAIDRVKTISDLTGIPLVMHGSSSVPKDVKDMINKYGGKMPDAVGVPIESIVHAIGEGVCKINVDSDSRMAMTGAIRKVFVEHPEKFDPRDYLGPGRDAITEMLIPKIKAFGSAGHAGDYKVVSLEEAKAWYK
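Giardia FBPA (40 nM reagent) was preincubated 10 min at RT with compound (up to 57.5 uM final), then substrate plus GAPDH/TPI/NAD/arsenate coupling system with diaphorase/resazurin was added; resorufin fluorescence (525/598 nm) was read after 20 min.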
AmpC detergent: qHTS Inhibitors of AmpC Beta-Lactamase (assay with detergent); AmpC hydrolysis of nitrocefin, absorbance 480 nm, 0.01% Triton; Potency, µM (highest dose often 114 µM), without a hit: top-dose activity change, negative = inhibition, usual class: inhibitors; actives 0.041% (n = 370,000); AID 485294, 2010;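 note: potency is the fitted concentration of half-maximal effect; 0% = no-compound wells and -100% = no-enzyme wells; nearly all actives have a fitted effect of over 25% in size; some results filed as inactive show a strong effect at the top dose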
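20 mM phosphate pH 7.0 + 0.01% (detergent screen) or 0.0001% Triton X-100; 5.3 nM AmpC reagent; cpd preinc 15 min RT; nitrocefin (800 uM stock) to start; A480 q20 s × 4 min; Activity was normalised to no-enzyme and no-compound control wells.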
AMA1-RON2 inh: qHTS for Inhibitors of AMA1-RON; Towards Development of Antimalarial Drug Lead: Primary Screen; Plasmodium falciparum AMA1 (3D7) - RON2 peptide interaction; AlphaScreen AMA1-biotinylated RON2 peptide binding; Potency, µM (titrated, usually from 58.2 µM), inactives show at the top dose activity change, negative = inhibition, actives largely listed as inhibitors; actives 0.2% (n = 360,000);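 note: potency is the fitted concentration of half-maximal effect; 0% = vehicle wells and -100% = peptide control; nearly all actives have a fitted effect of over 45% in size; some results filed as inactive show a strong effect at the top dose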
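AMA1 (3D7) with his tag at 25 nM final met compounds first, then biotinylated RON2 peptide at 25 nM; detection used donor plus acceptor beads, 10 µg/mL apiece, read by AlphaScreen after 30 min at room temperature.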
Shiga toxin inh: A qHTS for Small Molecule Inhibitors of Shiga Toxin; Vero cells, Shiga toxin protein synthesis inhibition reporter; inhibition, % at 38.7 µM; actives 9.2% (n = 290,000); in the data active = inhibition mostly above about 28%, no sharp cut-off; inactive = mostly below about 43%; note: 0% is about no effect
* marks the source's active call; other numbers are inactive results; [ ] = remark or other dose. Unless noted, calls come from the whole dose curve; as a rule, active = well fitted curve in the direction sought with a large enough effect; inconclusive = small, poorly fitted or top-dose-only effect, or another doubt; inactive = no such curve, though single readings can be large; an effect the other way counts as inactive or inconclusive.

Results for CCOC(=O)c1c(C)[nH]c(C(=O)CN2CCOCC2)c1C ?
CHX counter: -3; HCMV inh: -1; FBPA Giardia inh: -4%; AmpC detergent: -6%; AMA1-RON2 inh: -1%; Shiga toxin inh: -3

What do the screens show for `FC(F)(F)C(Oc1nc(NC2CCCCC2)nc(N2CCOCC2)n1)C(F)(F)F`?
CHX counter: -1; AmpC inh no detg: 54%; HCMV inh: 15; FBPA Giardia inh: -6%; AmpC detergent: 3%; AMA1-RON2 inh: 5%; Shiga toxin inh: 1

What do the screens show for `CC(C)CN1CCN=C1N(C)C`?
AmpC inh no detg: 2%; HCMV inh: -7; AmpC detergent: inconclusive; AMA1-RON2 inh: -7%

What do the screens show for `O=C1C2C3C=CC(C3)C2C(=O)N1Cc1ccccc1` (stereo not given)?
CHX counter: -1; AmpC inh no detg: -8%; HCMV inh: -39; FBPA Giardia inh: 6%; AmpC detergent: -2%; AMA1-RON2 inh: 20%; Shiga toxin inh: -5

How did CC(C)(C)C(=O)Nc1nnc(SCC(=O)Nc2ccc3c(c2)OCO3)s1 do in these assays?
CHX counter: 4; AmpC inh no detg: -20%; HCMV inh: 4; FBPA Giardia inh: 6%; AmpC detergent: -11%; AMA1-RON2 inh: 9%; Shiga toxin inh: -10

Results for O=C(Cn1nc(-c2ccco2)ccc1=O)Nc1cc(Cl)ccc1Cl ?
CHX counter: -2; AmpC inh no detg: -14%; HCMV inh: 2; FBPA Giardia inh: 9%; AmpC detergent: -16%; AMA1-RON2 inh: 30%; Shiga toxin inh: 6

What do the screens show for `CCOC(=O)c1[nH]c2ccc(C)cc2c1N=C(C)N(C)C`?
CHX counter: -2; AmpC inh no detg: -13%; HCMV inh: 0; FBPA Giardia inh: 4%; AmpC detergent: 3%; AMA1-RON2 inh: 9%; Shiga toxin inh: -11

How did N#Cc1c(N)n(CCNC(=O)c2ccccc2)c2nc3ccccc3nc12 do in these assays?
CHX counter: -2; AmpC inh no detg: -11%; HCMV inh: -66*; FBPA Giardia inh: inconclusive; AmpC detergent: inconclusive; AMA1-RON2 inh: 2%; Shiga toxin inh: -2

Results for Cc1nn(CC(=O)Nc2ccc3c(c2)nc(CN2CCCC2)n3C)c(=O)c2ccccc12 ?
CHX counter: -1; AmpC inh no detg: -4%; HCMV inh: -4; FBPA Giardia inh: -4%; AmpC detergent: -2%; AMA1-RON2 inh: 17%; Shiga toxin inh: -8

What do the screens show for `COC(=O)C1CCCN1C(=O)C12CC3CC(CC(C3)C1)C2` (stereo not given)?
CHX counter: 0; AmpC inh no detg: 26%; HCMV inh: -27; FBPA Giardia inh: 3%; AmpC detergent: -2%; AMA1-RON2 inh: -2%; Shiga toxin inh: 3

An excerpt from above in order of length of the SMILES, smallest number first:
What do the screens show for `CC(C)CN1CCN=C1N(C)C`?
AmpC inh no detg: 2%; HCMV inh: -7; AmpC detergent: inconclusive; AMA1-RON2 inh: -7%

What do the screens show for `CCOC(=O)c1[nH]c2ccc(C)cc2c1N=C(C)N(C)C`?
CHX counter: -2; AmpC inh no detg: -13%; HCMV inh: 0; FBPA Giardia inh: 4%; AmpC detergent: 3%; AMA1-RON2 inh: 9%; Shiga toxin inh: -11

Results for O=C(Cn1nc(-c2ccco2)ccc1=O)Nc1cc(Cl)ccc1Cl ?
CHX counter: -2; AmpC inh no detg: -14%; HCMV inh: 2; FBPA Giardia inh: 9%; AmpC detergent: -16%; AMA1-RON2 inh: 30%; Shiga toxin inh: 6

Next part.
Results for O=C(CSC1CC(=O)N(CC(c2ccccc2)c2ccccc2)C1=O)Nc1ccc(Cl)cc1 (stereo not given) ?
CHX counter: -2; AmpC inh no detg: -27%; HCMV inh: 29; AmpC detergent: -2%; AMA1-RON2 inh: -10%; Shiga toxin inh: -14

How did CCCc1cc(C(=O)N(C2CCCCC2)C2CCCCC2)no1 do in these assays?
CHX counter: -1; AmpC inh no detg: 32%; HCMV inh: -31; FBPA Giardia inh: 3%; AmpC detergent: -1%; AMA1-RON2 inh: 5%; Shiga toxin inh: -5

What do the screens show for `CC(=O)c1ccc(NC(=O)C(C)N2CCN(C/C=C/c3ccccc3)CC2)cc1` (stereo not given)?
CHX counter: -3; AmpC inh no detg: 56%; HCMV inh: 15; FBPA Giardia inh: 7%; AmpC detergent: 2%; AMA1-RON2 inh: -16%; Shiga toxin inh: -18

How did O=C(NCCc1ccc(Cl)cc1)c1cccnc1 do in these assays?
CHX counter: 21; AmpC inh no detg: 0%; HCMV inh: 51; FBPA Giardia inh: -13%; AmpC detergent: -1%; AMA1-RON2 inh: -8%; Shiga toxin inh: 14

Results for CC(C)(C)OC(=O)NN1CC(=O)N2[C@@H](Cc3c([nH]c4ccccc34)C2(C)C)C1=O ?
CHX counter: 0; AmpC inh no detg: 33%; FBPA Giardia inh: 6%; AmpC detergent: -2%; AMA1-RON2 inh: 0%; Shiga toxin inh: -8

What do the screens show for `Cc1cc(OCCN2CCC(Cc3ccccc3)CC2)ccc1[N+](=O)[O-]`?
CHX counter: -2; AmpC inh no detg: 64%[activator]; HCMV inh: 44; FBPA Giardia inh: inconclusive; AmpC detergent: 2%; AMA1-RON2 inh: -21%; Shiga toxin inh: 1

What do the screens show for `O=C(NCc1ccco1)c1cccs1`?
CHX counter: 7; AmpC inh no detg: -10%; HCMV inh: 20; FBPA Giardia inh: -10%; AmpC detergent: 3%; AMA1-RON2 inh: -2%; Shiga toxin inh: -23

What do the screens show for `CCC1CCCCN1C(=O)C(=O)c1cn(CC(=O)N(CC)CC)c2ccccc12` (stereo not given)?
CHX counter: 9; AmpC inh no detg: 118%[activator]; HCMV inh: -27; AmpC detergent: -1%; AMA1-RON2 inh: 9%; Shiga toxin inh: -9

What do the screens show for `O=C(O)CC/C(=N\Nc1ccc(Cl)cc1)c1cccs1`?
CHX counter: 11; AmpC inh no detg: -15%; HCMV inh: 42; FBPA Giardia inh: 6%; AmpC detergent: 1%; AMA1-RON2 inh: -9%; Shiga toxin inh: 4

What do the screens show for `O=C(O)c1ccc(CSc2nnnn2-c2ccc(F)cc2)cc1`?
CHX counter: -1; AmpC inh no detg: -15%; HCMV inh: 28; FBPA Giardia inh: 9%; AmpC detergent: -1%; AMA1-RON2 inh: -4%; Shiga toxin inh: -7

What do the screens show for `COc1cccc(NC(=O)CN(C)C(=O)/C=C/c2cn(-c3ccccc3)nc2-c2ccc(C)cc2)c1`?
AmpC inh no detg: -6%; HCMV inh: -39; AmpC detergent: -8%; AMA1-RON2 inh: 1%

Results for N=c1c(S(=O)(=O)c2ccc(Br)cc2)cc2c(=O)n3ccccc3nc2n1C1CCCCC1 ?
CHX counter: 7; AmpC inh no detg: -19%; HCMV inh: 9; AmpC detergent: 1%; AMA1-RON2 inh: 0%; Shiga toxin inh: 7

What do the screens show for `COc1ccc(-n2c(=S)[nH]c3cc(C(=O)NCCCN4CCOCC4)ccc3c2=O)c(OC)c1`?
CHX counter: -10; AmpC inh no detg: 34%; HCMV inh: -32; FBPA Giardia inh: -7%; AmpC detergent: -3%; AMA1-RON2 inh: 22%; Shiga toxin inh: -8

What do the screens show for `CN(C(=O)CSc1nnc(-c2cccs2)n1C1CC1)C1CCS(=O)(=O)C1` (stereo not given)?
AmpC inh no detg: -1%; HCMV inh: 8; AmpC detergent: 3%; AMA1-RON2 inh: 14%

How did O=C(N/N=C/C(Br)=C\c1ccccc1)c1cccs1 do in these assays?
CHX counter: 74*; AmpC inh no detg: -45%; HCMV inh: -1; FBPA Giardia inh: -1%; AmpC detergent: -5%; AMA1-RON2 inh: -6%; Shiga toxin inh: 79*

What do the screens show for `COc1ccc(CNCC(O)(c2ccccc2)c2ccc(Cl)cc2)cc1` (stereo not given)?
CHX counter: 10; AmpC inh no detg: 16%; HCMV inh: inconclusive; FBPA Giardia inh: 1%; AmpC detergent: 1%; AMA1-RON2 inh: -1%; Shiga toxin inh: -2

Results for COc1ccc(C(=O)OCC(=O)Nc2c(C)n(C)n(-c3ccccc3)c2=O)cc1OC ?
AmpC inh no detg: 2%; HCMV inh: -7; AmpC detergent: -15%; AMA1-RON2 inh: -7%

What do the screens show for `COc1ccc(C2CC(c3cccc(Cl)c3)n3nc(N)nc3N2)cc1` (stereo not given)?
CHX counter: -2; AmpC inh no detg: 0.89µM*; HCMV inh: -23; FBPA Giardia inh: 0%; AmpC detergent: inconclusive; AMA1-RON2 inh: 30%; Shiga toxin inh: -6

What do the screens show for `COCC1CCN(c2nc3nonc3nc2N2CCSCC2)C1` (stereo not given)?
CHX counter: 0; AmpC inh no detg: 1%; HCMV inh: 13; FBPA Giardia inh: 3%; AmpC detergent: -5%; AMA1-RON2 inh: 5%; Shiga toxin inh: -11

Results for COC(=O)c1ccc(-c2noc(CN(Cc3ccncc3)CC3CCCO3)n2)cc1 (stereo not given) ?
CHX counter: -4; AmpC inh no detg: 36%; HCMV inh: -7; FBPA Giardia inh: 2%; AmpC detergent: -5%; AMA1-RON2 inh: 15%; Shiga toxin inh: -11

Structural class: those above with a furan ring, fused or not.
Results for O=C(Cn1nc(-c2ccco2)ccc1=O)Nc1cc(Cl)ccc1Cl ?
CHX counter: -2; AmpC inh no detg: -14%; HCMV inh: 2; FBPA Giardia inh: 9%; AmpC detergent: -16%; AMA1-RON2 inh: 30%; Shiga toxin inh: 6

What do the screens show for `O=C(NCc1ccco1)c1cccs1`?
CHX counter: 7; AmpC inh no detg: -10%; HCMV inh: 20; FBPA Giardia inh: -10%; AmpC detergent: 3%; AMA1-RON2 inh: -2%; Shiga toxin inh: -23

Next part.
Results for CCC(C)c1ccc(NC(=O)N2CCOCC2)cc1 (stereo not given) ?
CHX counter: 41*; AmpC inh no detg: -9%; HCMV inh: 82; FBPA Giardia inh: -3%; AmpC detergent: -14%; AMA1-RON2 inh: 3%; Shiga toxin inh: 68*

What do the screens show for `O=C(COC(=O)c1ccc(S(=O)(=O)C(F)F)cc1)Nc1cccnc1Cl`?
AmpC inh no detg: -10%; HCMV inh: -23; AmpC detergent: -12%; AMA1-RON2 inh: 6%

Results for COc1ccc(S(=O)(=O)N(CC(=O)N2CCOCC2)Cc2ccccc2)cc1C ?
CHX counter: -4; AmpC inh no detg: 90%[activator]; HCMV inh: 29; FBPA Giardia inh: -4%; AmpC detergent: -9%; AMA1-RON2 inh: -6%; Shiga toxin inh: -9

Results for CCCNC(=O)CCc1c(C)nc2c(c(C)nn2-c2ccc(C)cc2)c1C ?
CHX counter: -3; AmpC inh no detg: -8%; HCMV inh: -22; FBPA Giardia inh: -2%; AmpC detergent: -1%; AMA1-RON2 inh: 1%; Shiga toxin inh: -2
